Screens from PubChem BioAssay.
Runt-SMMHC FRET – blocks binding of human RUNX1 Runt domain to CBFb-SMMHC; Q01196+Q13951; Cerulean-Runt/Venus-CBFb-SMMHC FRET ratio 530/480, 1 h; inhibition, % at 20 µM; 0.74% of 220,000 active;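 active means mean inhibition across duplicate retests at 20 µM reaching about 50%, limit read from the data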;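 further: 0% = DMSO wells and 100% = wells with excess untagged CBFb-SMMHC; inhibitors lower the FRET ratio by blocking Runt binding to CBFb-SMMHC; some results filed as inactive read as strong as hits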
FXIa inh – blocks human coagulation factor XIa protease activity; purified FXIa, Boc-Glu-Ala-Arg-AMC fluorogenic substrate; P03951; AID 798; 0.14% of 220,000 active; inhibition, % at 5 µM;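 active means inhibition of at least 40%; inactive means inhibition below 40%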;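 further: fluorescence of freed AMC excited at 355 nm; 0% = enzyme without compound and 100% = no enzyme blank; many of its hits are not listed in these tables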
14-3-3 Bad PPI – disrupts binding of bovine 14-3-3 zeta to phospho-Bad peptide. P63103. TR-FRET 14-3-3zeta/Dy647-pBad peptide displacement, 1 h. inhibition, % at 21.7 µM. 0.71% of 220,000 active;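 active means inhibition above about 70%, limit read from the data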;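 further: 0% = full 14-3-3 plus peptide FRET controls and 100% = background without 14-3-3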
Wee1 degr inh – human Wee1 degradation inhibition, primary screen | P30291 | HeLa Luc-Wee1K328M stability, luciferase luminescence; 100% = proteasome inhibitor MG132 effect | reporter increase, % at 5 µM | 1.2% of 220,000 active | AID 1321;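 active means activation above the mean of all tested compounds plus 3 SD, set per screening run, cut at about 8.8% in these data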;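 further: cells exposed to compound for 20 h before luminescence read; 0% = DMSO alone and 100% = MG132 at 30 µM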
Hck Nef HTS – human Hck-Nef kinase inhibition; P08631; 0.68% of 220,000 active; inhibition, % at 20 µM; Recombinant Hck-YEEI plus Nef, Z-Lyte FRET kinase assay;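 active means Hck-Nef kinase inhibition above about 50%, limit read from the data; inactive means inhibition below that limit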;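 further: 0% = DMSO with Hck plus Nef and 100% = Hck alone without Nef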
KLK5 inh – inhibitors of human kallikrein 5 | recombinant hK5, fluorogenic AMC substrate cleavage | inhibition, % at 5 µM | Q9Y337 | AID 873 | 0.59% of 210,000 active;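 active means inhibition of 40% or more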;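 further: 0% = enzyme controls without compound and 100% = no-enzyme blanks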
Target sequence (Q9Y337 67-293 limits assumed): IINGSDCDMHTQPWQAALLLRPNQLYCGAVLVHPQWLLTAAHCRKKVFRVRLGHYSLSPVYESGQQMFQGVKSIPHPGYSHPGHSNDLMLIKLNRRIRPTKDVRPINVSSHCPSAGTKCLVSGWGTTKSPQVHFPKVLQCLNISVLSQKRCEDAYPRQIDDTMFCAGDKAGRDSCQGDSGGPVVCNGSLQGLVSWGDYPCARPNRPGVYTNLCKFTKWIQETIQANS
thrombin 1536 – inhibitors of human thrombin; alpha-thrombin, Boc-VPR-AMC fluorogenic substrate cleavage; P00734; AID 1046; inhibition, % at 5 µM; 0.26% of 220,000 active;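 active means inhibition at or above 40%; inactive means inhibition below 40%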;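 further: 0% = enzyme with no compound and 100% = wells without enzyme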
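Material: Human alpha-thrombin protein | Buffer or medium: pH 7.5 Tris-saline with Tween 20 | Reagent: Boc-VPR-AMC substrate, 15 µM final | Schedule: Reaction at ambient temperature | Detection: AMC fluorescence at 355 nm excitation and 460 nm emission | Evaluation: Percent inhibition scaled between no-compound controls and no-enzyme blanks | Controls: no-compound enzyme wells and no-enzyme blanks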
FXIIa inh 1536 – blocks human coagulation factor XIIa protease activity; P00748; purified FXIIa, Boc-QGR-AMC fluorogenic substrate, 2 h; inhibition, % at 5 µM; 0.3% of 220,000 active; AID 800; in the data active means inhibition above about 40%;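 further: 0% = enzyme with no compound and 100% = blank without enzyme; many of its hits are not listed in these tables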
Target sequence (P00748 20-372 limits assumed): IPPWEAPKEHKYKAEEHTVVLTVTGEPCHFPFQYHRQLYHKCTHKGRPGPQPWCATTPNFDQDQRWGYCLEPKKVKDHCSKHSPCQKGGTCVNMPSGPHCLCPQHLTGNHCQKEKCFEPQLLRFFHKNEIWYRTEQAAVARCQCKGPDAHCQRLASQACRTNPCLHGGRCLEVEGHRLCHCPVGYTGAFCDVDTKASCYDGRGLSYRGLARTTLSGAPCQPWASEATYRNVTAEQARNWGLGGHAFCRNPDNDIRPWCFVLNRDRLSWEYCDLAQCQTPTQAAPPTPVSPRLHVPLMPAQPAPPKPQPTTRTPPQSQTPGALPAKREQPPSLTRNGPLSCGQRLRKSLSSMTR
Target sequence (P00748 373-615 limits assumed): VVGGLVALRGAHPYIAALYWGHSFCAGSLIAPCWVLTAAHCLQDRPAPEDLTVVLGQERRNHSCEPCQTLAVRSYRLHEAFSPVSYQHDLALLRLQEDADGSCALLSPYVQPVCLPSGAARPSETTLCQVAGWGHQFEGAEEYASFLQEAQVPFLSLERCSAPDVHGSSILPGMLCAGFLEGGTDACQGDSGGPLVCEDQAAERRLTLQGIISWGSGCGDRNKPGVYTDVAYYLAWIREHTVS
Runt-CBFb FRET – Runt domain-CBFb interaction inhibition; AID 1496; inhibition, % at 20 µM; 0.46% of 220,000 active; Cerulean-Runt/Venus-CBFb FRET ratio 530/480, 1 h;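 active means inhibition over about 50% at 20 µM in the single-dose screen, limit read from the data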;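 further: 0% = DMSO wells and 100% = excess unlabeled CBFb competitor control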
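Schedule: protein complex preformed 1 h, compound exposure 1 h, room temperature, dark; test system: Cerulean-labeled Runt domain protein; amount: 100 nM per protein; buffer or medium: Tris 50 mM pH 7.5, KCl, K2SO4, 0.01% BSA; read-out: loss of energy transfer signal; detection: FRET fluorescence; controls: 5 µM unlabeled CBFb as full-inhibition high control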
* marks the source's active call; other numbers are inactive results; . = not tested or not shown; [ ] = another dose, or the depositor's remark.

Preview:
no.	Structure	Runt-SMMHC FRET	FXIa inh	14-3-3 Bad PPI	Wee1 degr inh	Hck Nef HTS	KLK5 inh	thrombin 1536	FXIIa inh 1536	Runt-CBFb FRET
1	Cc1ccc(NC(=O)CCNS(=O)(=O)c2cccc3nsnc23)cc1	-3	8	-6	1	3	-5	-5	7	0
2	O=C1NC[C@H](c2ccccc2)N(CCc2cccc(F)c2)C1=O	2	-3	-6	.	26	-1	12	-1	0
3	Cc1cccnc1NC(=S)NC(=O)/C=C/c1ccccc1	0	-2	-8	-1	14	-11	2	10	-2
4	COc1ccc(C2C(C#N)C(C#N)N3CCCN23)cc1 (stereo not given)	-51	0	-5	5	1	-14	2	11	-14

Results, from the start:
no.	Structure	Runt-SMMHC FRET	FXIa inh	14-3-3 Bad PPI	Wee1 degr inh	Hck Nef HTS	KLK5 inh	thrombin 1536	FXIIa inh 1536	Runt-CBFb FRET
1	Cc1ccc(NC(=O)CCNS(=O)(=O)c2cccc3nsnc23)cc1	-3	8	-6	1	3	-5	-5	7	0
2	O=C1NC[C@H](c2ccccc2)N(CCc2cccc(F)c2)C1=O	2	-3	-6	.	26	-1	12	-1	0
3	Cc1cccnc1NC(=S)NC(=O)/C=C/c1ccccc1	0	-2	-8	-1	14	-11	2	10	-2
4	COc1ccc(C2C(C#N)C(C#N)N3CCCN23)cc1 (stereo not given)	-51	0	-5	5	1	-14	2	11	-14
5	O=C(NCCOc1nc(N2CCOCC2)nc(N2CCOCC2)n1)Nc1ccccc1	-6	18	-14	1	-1	-1	3	29	0
6	Cc1cc(C)n(-c2nc3ccccc3nc2N2CCCC2)n1	18	-12	11	-1	13	14	-7	-13	7
7	CN(c1ccc(C(=O)Nc2cccnc2)cc1)S(C)(=O)=O	-3	10	0	-2	0	-36	-1	10	-3
8	O=C(CCCn1c(=O)[nH]c2cc(Cl)ccc2c1=O)N1CCN(c2ccc([N+](=O)[O-])cc2)CC1	-10	0	-12	0	1	0	2	11	-8
9	COc1ccc(C2Nc3ccccc3C(=O)N2Cc2ccco2)cc1COc1ccccc1F (stereo not given)	-1	1	-11	-2	-1	-37	4	8	7
10	CC(NC(=O)c1ccccc1Cl)C1COc2ccccc2O1 (stereo not given)	6	9	10	4	-1	2	-2	12	0
11	Cn1c(O)c(N=NC(=S)Nc2ccccc2F)c2cc(S(=O)(=O)N3CCOCC3)ccc21	-2	3	-24	-1	21	-24	6	11	-8
12	COc1ccc(C=NCCCN2CCOCC2)cc1	-1	-4	0	-1	0	-31	-3	2	1
13	CC1(C)C/C(=N\O)C(C(O)c2cccc([N+](=O)[O-])c2)C(C)(C)N1 (stereo not given)	-2	-2	4	0	7	-1	-7	-2	2
14	O=c1c2ccccc2nnn1CSc1nc2sc3c(c2c(=O)n1CC1CCCO1)CCC3 (stereo not given)	1	9	6	-2	6	-21	3	13	-2
15	CCCN(C(=O)CSc1nnnn1C)c1c(N)n(Cc2ccccc2)c(=O)[nH]c1=O	-67	-4	2	-3	15	-5	-20	6	-1
16	Cc1cc(C)c2cc(C(=O)Nc3ccc4c(c3)OCO4)[nH]c2c1	0	4	-5	1	17	2	2	3	0
17	COc1ccccc1CNC(=O)CCn1c(=O)[nH]c2ccsc2c1=O	1	6	15[fluorescence artefact?]	-1	5	-28	0	12	-3
18	CC1CC(=O)Nc2cc([N+](=O)[O-])ccc2N1 (stereo not given)	-3	-4	4	1	18	-1	-9	7	-1
19	Cc1ccc(Nc2cc(C)nc3nc(C)nn23)cc1	0	-4	15[fluorescence artefact?]	5	-10	-5	-4	2	-2
20	CC(C)CNC(=O)CC(=O)NN=C1CCCC1	0	-6	5	2	-5	-7	-7	-5	-1
21	CCC(C)(C)n1nnnc1C(c1cccc(C#N)c1)N1CCN(c2cccc(C)c2C)CC1 (stereo not given)	7	3	-20	1	-1	-3	2	16	-2
22	C1CCc2c(nc3nnnn3c2NCC2CC2)C1	-2	-5	0	0	27	-2	-7	0	2
23	COc1ccc(Cc2nnc(SCC(=O)Nc3ncc(C)s3)o2)cc1	0	-14	-7	3	0	-2	-3	4	0
24	Cc1ccccc1S(=O)(=O)Cc1ccc(C(=O)NCc2ccc(F)cc2)o1	-2	-8	-6	-2	-3	.	-10	5	-1
25	CCCCC(=O)NC(=S)Nc1ccc(NC(=O)C(C)C)c(OC)c1	-1	-1	-5	-1	27	2	-6	4	2

The closing 2 entries of the part above are carried over, then new ones follow:
no.	Structure	Runt-SMMHC FRET	FXIa inh	14-3-3 Bad PPI	Wee1 degr inh	Hck Nef HTS	KLK5 inh	thrombin 1536	FXIIa inh 1536	Runt-CBFb FRET
24	Cc1ccccc1S(=O)(=O)Cc1ccc(C(=O)NCc2ccc(F)cc2)o1	-2	-8	-6	-2	-3	.	-10	5	-1
25	CCCCC(=O)NC(=S)Nc1ccc(NC(=O)C(C)C)c(OC)c1	-1	-1	-5	-1	27	2	-6	4	2
26	COc1cc(NC(=O)c2cc(Cl)ccc2Cl)ccc1-c1cc2ccccc2oc1=O	4	1	-9	1	3	-33	-1	13	-1
27	CC1CCCN(CCOCCOc2ccccc2-c2ccccc2)C1 (stereo not given)	3	-1	38	-2	1	-9	-6	3	0
28	Cc1cc(C(F)(F)F)c2sc(N)nc2n1	6	-3	13	1	0	6	-7	-4	3
29	COc1ccc2c(c1)sc(N)[n+]2Cc1cc(C)cc2cccnc12	3	-3	1	3	-4	5	-3	12	1
30	Cc1cc(C(=O)NC(Cc2ccccc2)C(=O)O)c(C)o1 (stereo not given)	-1	-1	3	-2	22	1	-3	5	2
31	COc1ccc(CC2(CO)CCN(Cc3cccc(OC)c3OC)CC2)cc1	0	-3	-8	0	16	-3	-2	3	0
32	O=C(O)C1CCC(=O)N(C2CCCCC2)C1c1ccccc1Cl (stereo not given)	1	-2	-2	0	4	-4	2	4	1
33	COc1c(O)cnn(-c2ccccc2)c1=O	0	-17	3	1	7	0	0	10	0
34	O=C(COC(=O)c1ccc(Br)cc1)NCc1ccc(F)cc1	-4	-1	-2	-2	-10	2	0	10	1
35	O=C(CCCn1c(=S)[nH]c2ccsc2c1=O)Nc1ccc2c(c1)OCCO2	16	-4	-3	2	22	-7	-8	-1	20
36	C=CCn1cc(C(C)=O)c(=O)[nH]c1=O	2	-5	-6	-5	16	-5	-13	-1	-1
37	COc1ccc(-n2c(=S)[nH]c3[nH]ncc3c2=O)cc1	-8	-1	0	0	-10	-13	-12	-2	10
38	CN1CCN(C(=S)NC(=O)c2ccc(-c3ccccc3)cc2)CC1	3	-2	-13	-3	7	-6	5	7	1
39	COC(=O)c1cc(C(=O)OC)cc(-n2c(C)cc(C(=O)CC#N)c2C)c1	-4	16	5	-1	-3	-10	0	22	-4
40	COc1cc(/C=N/NC(=O)CCn2cnc(-c3ccccc3)c2-c2ccccc2)ccc1O	1	-12	-16	5	3	16	39	-6	0
41	CN1CCN(C(=O)c2ccc(N3CCCC3=O)cc2)CC1	11	2	-4	-1	0	-5	-1	10	0
42	CCOC(=O)NC1(C(F)(F)F)NC(=O)N(C2CCCCC2)C1=O (stereo not given)	-4	6	2	0	-1	3	2	14	1
43	CN(C)S(=O)(=O)c1cccc(NC(=O)CSc2nnnn2-c2ccccc2)c1	7	1	1	2	1	-1	0	2	0
44	CCOC(=O)C1=C(C)NC(SC)=NC1c1ccc(OC)cc1 (stereo not given)	2	12	43	-2	-11	-4	2	19	0
45	O=C1NC(c2cccc([N+](=O)[O-])c2)=CCN1c1ccccc1O	0	1	2	-2	-14	0	-2	6	0
46	CCCC1CC(C)(C(=O)CSc2n[nH]c(-c3ccccc3)n2)OC1=O (stereo not given)	1	7	54[fluorescence artefact?]	-1	-26	-7	0	17	3
47	Cc1nn(C)c2c(=O)c(=O)c2n(C)[nH]1	-2	5	-1	1	18	6	0	15	1
48	O=C1CC(N2CCOCC2)C(=O)N1c1ccccc1Cl (stereo not given)	2	-2	-5[fluorescence artefact?]	1	1	-16	-8	14	-2
49	CCOC(=O)c1c(C)[nH]c(C)c1C(=O)COC(=O)/C=C/c1cccc(C(F)(F)F)c1	-5	6	8	-2	-4	-11	-9	11	-14
50	CSC1=NCCN1S(=O)(=O)c1ccc(C)cc1	-1	-2	-13	0	19	-1	4	2	2

no.	Structure	Runt-SMMHC FRET	FXIa inh	14-3-3 Bad PPI	Wee1 degr inh	Hck Nef HTS	KLK5 inh	thrombin 1536	FXIIa inh 1536	Runt-CBFb FRET
51	CCOC(=O)NN1C(=O)c2ccccc2NC1(C)C	1	-10	-3	2	-11	-13	-19	-5	.
52	O=C1NCCN1C(=O)C12CC3CC(CC(C3)C1)C2	-2	0	-7	9.1*	-1	-5	-3	10	0
53	O=C(N/C(=C/c1ccccc1Cl)C(=O)N1CCCC1)c1ccccc1	-6	-9	-5	2	18	-7	9	0	-2
54	COC(=O)Nc1ncc(CN2CCCCC2)s1	-2	-3	6	0	1	10	-4	4	-1
55	O=C(c1ccc2snnc2c1)N1CCN(c2ccccc2)CC1	-5	0	56	-1	-1	-2	2	10	4
56	Cc1cc2nc(SCCN3CCCC3)[nH]c2cc1C	0	6	-6	-3	-3	-4	2	17	0
57	Cc1occc1C(=O)Nc1cccc(C(F)(F)F)c1	6	2	-3	1	1	24	0	15	-1
58	CCOC(=O)C(O)C1CCc2c([nH]c3ccc(C)cc23)C1=O (stereo not given)	-2	3	15	1	12	5	0	3	-2
59	O=c1cc(-c2ccccc2)nc2nc(SCc3ccccc3)[nH]n12	1	-5	61	1	3	16	-7	1	-2

One compound at a time (already shown). Order of values: Runt-SMMHC FRET, FXIa inh, 14-3-3 Bad PPI, Wee1 degr inh, Hck Nef HTS, KLK5 inh, thrombin 1536, FXIIa inh 1536, Runt-CBFb FRET
Listed for O=C(O)C1CCC(=O)N(C2CCCCC2)C1c1ccccc1Cl (stereo not given) → 1, -2, -2, 0, 4, -4, 2, 4, 1
Listed for O=C(c1ccc2snnc2c1)N1CCN(c2ccccc2)CC1 → -5, 0, 56, -1, -1, -2, 2, 10, 4
Listed for CN(c1ccc(C(=O)Nc2cccnc2)cc1)S(C)(=O)=O → -3, 10, 0, -2, 0, -36, -1, 10, -3
Listed for CSC1=NCCN1S(=O)(=O)c1ccc(C)cc1 → -1, -2, -13, 0, 19, -1, 4, 2, 2
Listed for COc1ccc(Cc2nnc(SCC(=O)Nc3ncc(C)s3)o2)cc1 → 0, -14, -7, 3, 0, -2, -3, 4, 0
